# OTUD3 block: human OTUD3 deubiquitinase inhibition; AID 1645858; purified OTUD3, Ub-rhodamine fluorescence, 2 h; Q5T2D3; hit rate 0.7% among 47,000; inhibition, % at 25 µM
# Target sequence (Q5T2D3 whole entry, looked up): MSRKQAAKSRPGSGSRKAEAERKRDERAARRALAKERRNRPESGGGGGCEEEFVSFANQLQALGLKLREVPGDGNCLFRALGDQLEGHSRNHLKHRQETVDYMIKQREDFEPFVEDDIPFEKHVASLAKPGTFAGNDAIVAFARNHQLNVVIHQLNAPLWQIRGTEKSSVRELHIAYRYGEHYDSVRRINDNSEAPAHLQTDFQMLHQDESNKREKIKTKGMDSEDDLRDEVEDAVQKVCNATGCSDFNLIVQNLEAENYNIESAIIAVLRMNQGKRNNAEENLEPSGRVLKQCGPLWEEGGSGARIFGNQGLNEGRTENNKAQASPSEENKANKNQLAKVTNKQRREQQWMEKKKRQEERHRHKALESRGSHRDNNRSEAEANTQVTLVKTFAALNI
# USP17 block: blocks human USP17 ubiquitin-rhodamine cleavage. purified USP17, Ub-rhodamine cleavage fluorescence, 3 h. inhibition, % at 50 µM. hit rate 6.5% among 47,000
# USP28 block: human USP28 deubiquitinase inhibition; hit rate 3% among 47,000; AID 1645857; inhibition, % at 25 µM; Q96RU2; purified USP28, Ub-rhodamine cleavage fluorescence, 30 min
# USP10 inh: blocks human USP10 ubiquitin-rhodamine cleavage | Q14694 | inhibition, % at 20 µM | purified USP10, Ub-rhodamine fluorescence, 60 min | hit rate 1.1% among 47,000
# USP7 block: inhibitors of human USP7 deubiquitinase. Q93009. purified USP7, Ub-rhodamine cleavage fluorescence. hit rate 0.3% among 47,000. AID 1645854. inhibition, % at 20 µM
# USP8 block: blocks human USP8 ubiquitin-rhodamine cleavage. hit rate 4.2% among 47,000. inhibition, % at 20 µM. P40818. purified USP8, Ub-rhodamine cleavage fluorescence, 30 min
# UCHL1 inh: inhibitors of human UCHL1 deubiquitinase | P09936 | purified UCHL1, Ub-rhodamine cleavage fluorescence | inhibition, % at 20 µM | hit rate 0.2% among 47,000
# Target sequence (P09936 whole entry, looked up): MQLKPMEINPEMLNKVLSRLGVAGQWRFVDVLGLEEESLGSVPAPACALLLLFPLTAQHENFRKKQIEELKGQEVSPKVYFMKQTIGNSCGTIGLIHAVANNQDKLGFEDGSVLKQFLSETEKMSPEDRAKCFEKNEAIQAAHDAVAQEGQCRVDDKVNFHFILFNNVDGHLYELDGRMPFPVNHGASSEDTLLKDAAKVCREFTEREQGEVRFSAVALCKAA
# USP30 block: inhibitors of human USP30 deubiquitinase | Q70CQ3 | purified USP30, Ub-rhodamine cleavage fluorescence | inhibition, % at 25 µM | hit rate 5.3% among 47,000
# * = called active by the depositor; . = not tested or not shown. No stated cut-off is given here; in the data, active means inhibition above about 30%; inactive means the rest.
USP28 block,USP30 block,OTUD3 block,USP17 block,USP8 block,USP7 block,canonical_smiles,UCHL1 inh,USP10 inh
-5,-1,-2,-16,-287,-3,CC(C)c1ccc(NC(=O)C2CCCN(C(=O)c3cc(-c4ccccn4)n[nH]3)C2)cc1 (stereo not drawn),-1,-4
-30,-57,-11,-27,-56,-4,CC(C)C(=O)N1CCCC2(CCCN2Cc2ccc(Cl)cc2)C1 (stereo not drawn),-6,-2
-4,3,-2,5,45*,-5,Cc1ccccc1NC(=O)CSc1nnc2ccc(C(=O)NCc3ccccc3)cn12,-3,-1
-1,-40,-4,-11,4,0,Cc1nc(Nc2cnccn2)cc(C2CCCN2Cc2cccnc2)n1 (stereo not drawn),0,0
84*,26,20,93*,95*,-5,N#Cc1ccc(NC(=O)Nc2cccn(Cc3ccc(F)cc3)c2=O)cc1,10,37*
.,.,-1,-12,-1,3,COc1ccccc1N1CCN(C(=O)c2ccc(S(=O)(=O)N3CCCCCC3)cc2)CC1,1,-3
-1,1,3,0,6,5,Cc1nc(C2CN(CC(=O)N3CCCCC3)CCO2)cc(=O)[nH]1 (stereo not drawn),-1,1
-1,-4,-1,-10,-1,0,Cc1ccc2oc(C(=O)NCC(c3ccco3)N3CCCC3)cc(=O)c2c1 (stereo not drawn),0,3
-1,-11,-3,1,10,0,CCn1cc(C(=O)NCc2cnc(C3(C)CCCCO3)nc2)cn1 (stereo not drawn),-1,1
-3,-13,-3,3,-15,-4,O=C(c1nc(-c2ccccc2)nc2c1OCCO2)N1CCSCC1,-1,-3
-19,-4,-8,-11,0,-1,CSc1ccccc1NC(=O)c1cn2c(n1)CCCC2,-3,-1
3,7,13,13,15,4,C[C@]12C[C@@H](Cc3ccccc3)N(C(=O)c3ccccc3Cn3cncn3)[C@H]1CCCC(=O)N2,2,0
-3,14,0,-2,-1,-2,CCOC(=O)C1C2C(=O)N(C)c3ccccc3C(=O)C12C (stereo not drawn),0,0
0,1,-2,1,0,0,Cc1noc(COC2CCN(S(=O)(=O)c3ccc(F)cc3)CC2)n1,-2,0
4,7,6,5,-6,0,CC1CC2OC2/C=C/C(O)CC(=O)O1 (stereo not drawn),1,0
4,0,7,3,11,-2,Cn1nc(-c2nc(Cc3ccccc3)no2)c2c1CCN(C(=O)COc1ccccc1)C2,11,-4
7,26,14,14,10,3,Fc1cccc(Oc2cncc(C3CCCNC3)n2)c1 (stereo not drawn),3,2
-4,-8,0,-1,7,3,Cc1ccc(-c2cc(C(F)F)n3ncc(C(=O)Nc4ccc(Cl)cc4)c3n2)cc1,-1,-1
-1,-39,-1,0,-1,-3,Cc1ccc(NC(=O)Cc2nnc(-c3cnccn3)o2)cc1Cl,-2,-2
3,17,9,-13,16,4,O=c1c2oc3ccccc3c2ncn1CCCn1ccnc1,0,-1
1,1,-1,14,44*,1,O=C(C1CCC1)N1CCCC1c1ccnc(Nc2cnccn2)n1 (stereo not drawn),1,-7
25,50*,2,42*,-29,-95,COc1ccc2nc(N(CCCn3ccnc3)C(=O)c3ccc(Cl)s3)sc2c1,6,11
0,-5,3,0,12,-1,CCCc1ccc(C(=O)Nc2nnc(-c3ccccc3Cl)s2)cc1,1,16
-4,-14,-1,-2,-27,-2,CN1C(=O)COc2cc(-c3noc(C(=O)NCc4ccccn4)n3)ccc21,0,0
3,18,12,21,20,4,CCOc1ccc(C(c2c(O)cc(C)[nH]c2=O)c2c(O)cc(C)[nH]c2=O)cc1,-2,-1

# Looked up above.
# Entry for `C[C@]12C[C@@H](Cc3ccccc3)N(C(=O)c3ccccc3Cn3cncn3)[C@H]1CCCC(=O)N2` under USP17 block: 13
# Entry for `N#Cc1ccc(NC(=O)Nc2cccn(Cc3ccc(F)cc3)c2=O)cc1` under USP10 inh: 37*

# (next part)
USP28 block,USP30 block,OTUD3 block,USP17 block,USP8 block,USP7 block,canonical_smiles,UCHL1 inh,USP10 inh
23,-4,-4,-15,-11,-8,COc1nn(C)cc1C(=O)N1CCC(C(=O)Nc2ccc(Cl)cc2Cl)CC1,-2,-1
-5,0,1,6,-12,0,CC(NC(=O)Cc1nnc(-c2ccccn2)o1)c1ccc(F)cc1 (stereo not drawn),-4,-4
1,4,8,20,0,-1,Cn1cnc(S(=O)(=O)Nc2ccc3c(c2)OCO3)c1,0,2
-30,-46,-12,-19,-19,-38,O=C(Nc1cnc(-c2ccc(C(F)(F)F)cc2)nc1)C1CCOC1 (stereo not drawn),-5,-7
20,30*,18,10,-85,10,Cc1ccc(C)c(N(CC(=O)Nc2ccc3c(c2)OCCO3)S(=O)(=O)c2ccccc2)c1,7,10
17,40*,12,30,50*,2,O=C(Cn1c(=O)c2ccccc2n(CC(=O)Nc2cc(Cl)cc(Cl)c2)c1=O)NCc1ccco1,0,35*
-12,-25,-5,-17,-47,-2,CN1CCOc2cc(S(=O)(=O)NCc3ccc(S(N)(=O)=O)cc3)ccc21,-2,-5
17,10,20,19,8,-21,Cc1cc(N2C(=O)N(Cc3ccccc3)S(=O)(=O)c3cccnc32)ccc1F,7,13
6,9,15,39*,29,0,O=C1OC(C(=O)Nc2nc3c(ccc4ccccc43)s2)Cc2ccccc21 (stereo not drawn),0,1
-3,-12,-7,27,23,-10,CCC(=O)N1c2ccccc2NC2=C(C(=O)CC(c3cccc([N+](=O)[O-])c3)C2)C1c1ccco1 (stereo not drawn),3,4
-10,-20,-12,-36,-19,-5,Cc1ccc(OCc2nc(CC(=O)N(C)C3CCS(=O)(=O)C3)cs2)cc1 (stereo not drawn),0,-4
-74,-318,-55,-79,-11,-17,Cc1ccc(C)c(S(=O)(=O)CCN2CCCC2c2cnn(C)c2)c1 (stereo not drawn),-17,-7
-58,-224,-44,-55,-4,-11,COCCCNC(=O)c1nnn(-c2cccc3c2CCN(Cc2ccccn2)C3)c1C,-11,-6
1,11,6,-3,0,-5,CCc1noc(C2(NC(=O)C(CC)c3ccccc3)CCCCC2)n1 (stereo not drawn),1,-3
14,14,11,19,0,.,CCCN(C(=O)[C@H]1[C@@H]2C[C@@H]3[C@H]1C(=O)O[C@@H]3C2)c1ccccc1OCC,1,1
-8,-7,0,-23,-56,-1,Cc1nc(-c2noc3ccc(C(=O)N4CCCN(C)CC4)cc23)cs1,-5,-2
5,15,10,4,15,-26,O=C(Nc1ccc(F)cc1)N1CCCC1c1nc(-c2ccc(F)cc2F)no1 (stereo not drawn),2,3
-4,0,-3,0,-5,0,Cc1ccc(S(=O)(=O)Nc2ccccc2CCc2nc3ccccc3[nH]2)cc1,7,6
-4,-3,-10,2,-8,-6,O=C(Nc1cccc(O)c1)c1cc(S(=O)(=O)N2CCCCCC2)ccc1Cl,0,1
-18,-54,-14,14,0,-1,COc1ccccc1CNC(=O)Cc1cc(-c2ccc(Cl)cc2)on1,-8,-7
8,3,2,6,-2,1,CC[C@@H](C)[C@H](NC(=O)Cc1c(C)c2cc(Cl)c(O)cc2oc1=O)C(=O)O,0,-4
4,6,8,9,0,7,Cc1cc(N2CCOCC2)nc2ccc(NC(=O)CCC(=O)NCc3ccc4c(c3)OCO4)cc12,1,1
8,7,7,8,-4,-3,COc1cccc(C(=O)N2CCN(c3nc(-c4ccc(Cl)cc4)no3)CC2)c1OC,4,-2
1,0,-2,.,0,0,O=C(N[C@@H]1CC[C@@H](Oc2cccnc2)[C@H](O)[C@H]1N1CCCCC1)c1ccccn1,-5,4
-2,-218,16,4,-17,5,CCCOc1ccc(NC(=O)COc2c(C)cccc2C)c2cccnc12,2,-1

# Compound profiles (already shown). Values in the order: USP28 block	USP30 block	OTUD3 block	USP17 block	USP8 block	USP7 block	UCHL1 inh	USP10 inh
# O=C(Nc1cccc(O)c1)c1cc(S(=O)(=O)N2CCCCCC2)ccc1Cl as listed: -4	-3	-10	2	-8	-6	0	1
# Cn1cnc(S(=O)(=O)Nc2ccc3c(c2)OCO3)c1 as listed: 1	4	8	20	0	-1	0	2

# Carrying on:
USP28 block,USP30 block,OTUD3 block,USP17 block,USP8 block,USP7 block,canonical_smiles,UCHL1 inh,USP10 inh
5,19,5,7,7,7,COc1ccc(Cl)cc1S(=O)(=O)N1CCN=C1N1CCN(C)CC1,3,3
-59,-430,-82,-29,-30,2,COC(=O)c1ccc(C2c3c(C)nn(-c4ccc([N+](=O)[O-])cc4)c3N=C3C(=O)Nc4ccccc4N32)cc1 (stereo not drawn),0,-5
18,23,10,16,-141,10,O=C(CC(c1ccccc1)c1ccccc1)Nc1nnc(-c2ccccc2)o1,5,16
9,25,11,12,-48,4,Cn1cc2c(n1)c(=O)n(Cc1ccc(F)cc1)c(=O)n2CC(=O)NCc1ccccc1,1,5
6,17,7,17,1,3,CC(C)NC(=O)COc1cccc(-c2noc(-c3ccc(F)cc3)n2)c1,0,0
-5,0,2,3,2,1,Cc1ccc2[nH]c(=O)c(CCC(=O)N3CCCC3)cc2c1,0,-3
-5,-2,-3,-14,-8,-1,CC(=O)Nc1ccc(SC(C)C(=O)N2CCc3ccccc3C2)cc1 (stereo not drawn),0,0
-5,-8,1,-21,-109,-4,CC(OC(=O)C1CCN(C(=O)c2ccc(Cl)cc2)CC1)C(=O)Nc1ccc([N+](=O)[O-])cc1C(F)(F)F (stereo not drawn),2,3
.,.,-2,20,3,7,COc1ccc(C(=O)Nc2cccc(-c3nc4cccnc4s3)c2)cc1OC,2,-3
-9,6,-1,2,9,3,O=c1[nH]c2cc(Cl)c(Cl)cc2nc1-c1ncc(C(F)(F)F)cc1Cl,-2,6
11,8,16,70*,12,9,O=C(Cc1nnc2c(-c3nc(C4CC4)no3)cccn12)Nc1ccccc1,5,4
-2,-8,-7,2,4,6,O=S(=O)(c1cc(F)cc(F)c1)N1CCc2nc3ccccc3n2CC1,0,6
10,14,1,5,2,-5,O=C(c1cccnc1)N1C[C@H]2C[C@H]3[C@](C1)(CN(Cc1ccc(Cl)cc1)S3(=O)=O)O2,2,1
-8,0,-2,-12,-25,-1,Cc1ccc(C(=O)N2CCCn3nnc(Cn4cccn4)c3C2)cc1,-3,-2
-4,7,0,6,0,-1,COc1ccc(NC(=O)CN2CCC(C(N)=O)(N3CCCCC3)CC2)c(OC)c1,-6,0
-1,4,-7,-1,-13,-1,O=C(CSc1ccc2nnc(CCNS(=O)(=O)c3ccccc3)n2n1)N1CCCc2ccccc21,-1,-1
-11,-162,-14,-45,-10,-2,OCc1ccc(Oc2nc(-c3cccnc3)nc3ccccc23)cc1,0,-6
0,-27,-7,-28,-97,-5,Cc1ccc(N2C(=O)N(Cc3ccccc3)S(=O)(=O)c3cccnc32)cc1,2,-3
25,42*,9,31*,27,7,Cc1nc(SCC(=O)Nc2cccc3ccccc23)c2oc3ccccc3c2n1,6,1
16,21,8,15,-5,-13,COc1ccc(C(=O)NCc2nnc(SC/C=C/c3ccccc3)o2)cc1,4,7
-2,10,0,17,0,-7,COc1ccc(CNC(=O)Cn2ncc3ccc(C)cc32)cc1,1,2
1,7,5,0,4,1,Cc1ccccc1NC(=O)CN1CCN(c2ccccn2)CC1,1,2
33*,43*,12,13,-7,-24,Cc1ccc(Cn2c(C(=O)O)c(CNCc3cccc(Cl)c3)c3ccc(C)cc32)cc1,11,25
12,17,20,19,24,0,CC(=O)c1ccc(NC(=O)COC(=O)c2ccccc2OCc2ccccc2Cl)cc1,9,5
-4,-14,-1,0,-3,3,CNc1ccc(-c2noc([C@@H]3CCCN3C3CCN(C)CC3)n2)cn1,2,0
-7,3,-4,-1,-1,-6,Cc1ccc(C(=O)NCc2noc(C3CCCC3)n2)cc1C,-2,0
11,22,8,30,12,-4,CCN(c1ccccc1)S(=O)(=O)c1ccc2c(c1)NC(=O)CCS2,2,3
36*,36*,45*,32*,76*,-19,Clc1cc2nc(N3CCN(c4ccccn4)CC3)c3nncn3c2cc1Cl,-28,-8
-9,-2,0,-9,2,4,CC1(C)CC[C@]2(C(=O)O)CC[C@]3(C)C(=CCC4[C@@]5(C)CCC(O)C(C)(C)C5CC[C@]43C)C2C1 (stereo partly drawn),-1,0
16,-14,-2,29,-26,1,Cc1ccccc1OCC(=O)Nc1ccc2c(c1)Sc1ncccc1C(=O)N2C,-5,-11
2,-1,5,-4,4,5,CN1c2ccc(F)cc2O[C@@H]2C[C@@H](NC(=O)c3cncn3C)[C@@H](O)[C@@H]21,5,0
4,1,1,8,19,-17,Cc1ccc(/C=C(\C(=O)N(C)Cc2ccccc2)n2ccccc2=O)cc1,1,-1

# 6 entries from above, with two lines to a compound.
# Each structure is followed by: USP28 block	USP30 block	OTUD3 block	USP17 block	USP8 block	USP7 block	UCHL1 inh	USP10 inh
Cc1ccc(C(=O)NCc2noc(C3CCCC3)n2)cc1C
 : -7	3	-4	-1	-1	-6	-2	0
CCN(c1ccccc1)S(=O)(=O)c1ccc2c(c1)NC(=O)CCS2
 : 11	22	8	30	12	-4	2	3
Clc1cc2nc(N3CCN(c4ccccn4)CC3)c3nncn3c2cc1Cl
 : 36*	36*	45*	32*	76*	-19	-28	-8
CC1(C)CC[C@]2(C(=O)O)CC[C@]3(C)C(=CCC4[C@@]5(C)CCC(O)C(C)(C)C5CC[C@]43C)C2C1 (stereo partly drawn)
 : -9	-2	0	-9	2	4	-1	0
Cc1ccccc1OCC(=O)Nc1ccc2c(c1)Sc1ncccc1C(=O)N2C
 : 16	-14	-2	29	-26	1	-5	-11
CN1c2ccc(F)cc2O[C@@H]2C[C@@H](NC(=O)c3cncn3C)[C@@H](O)[C@@H]21
 : 2	-1	5	-4	4	5	5	0

# Screens (PubChem)
